HT1080NT lethal = kills 2HG-producing HT-1080-NT fibrosarcoma cells; 360,000 compounds, 1.6% hits; AID 686970; Potency, µM (doses to about 46.1 µM), for the others: at the top dose activity, negative = less viability, usual class: cytotoxic; HT-1080-NT fibrosarcoma viability, CellTiter-Glo ATP luminescence, 48 h;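 further: NT is the 2HG producing partner of a matched IDH1 knockdown line; potency means the concentration at half of the fitted maximal effect; 0% = DMSO-treated cells and -100% = media-only wells without cells; nearly all actives have a fitted effect of over 55% in size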
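Compounds were tested in concentration-response format on HT-1080-NT cells for 48 hours at 37 degrees C. Cell viability came from CellTiter-Glo luminescence; curves were classified by r2, response magnitude and activity.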
ATXN2 expr inh = ATXN2 expression inhibition; Potency, µM (highest dose often 57 µM), for the others: at the top dose activity change, negative = inhibition, usual class: inhibitors; 360,000 compounds, 0.72% hits; HEK-293 ATXN2-luciferase reporter, luminescence, 24 h; further: potency means the concentration at half of the fitted maximal effect; on the % scale 0 is the no-effect control and ±100 the full control effect; nearly all actives have a fitted effect of over 55% in size
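ATXN2-luciferase reporter cells (luciferase flanked by upstream and downstream ATXN2 gene portions) were treated 24 h at 37 °C with compounds at up to 57 uM. SteadyGlo luminescence gave expression; GF-AFC fluorescence gave viability.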
MCF10A rerep = induces DNA re-replication in MCF 10a normal breast cells; MCF 10A DNA re-replication, Hoechst nuclear intensity, 48 h; Potency, µM (top dose mostly 46.1 µM), for the others: top-dose activity, positive = re-replication, usual class: activators; 350,000 compounds, 2.9% hits; AID 624296; further: potency means the concentration at half of the fitted maximal effect; % of control where 0% means no effect; nearly all actives have a fitted effect of over 50% in size
SW480 rereplic = induces DNA re-replication in SW480 colon adenocarcinoma cells. SW480 DNA re-replication, Hoechst DNA content imaging, 48 h. 340,000 compounds, 1.8% hits. Potency, µM (highest dose often 46.1 µM), for inactives: at the highest dose re-replication activation, usual class: activators; further: potency means the concentration at half of the fitted maximal effect; % of control where 0% means no effect; nearly all actives have a fitted effect of over 55% in size
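SW480 cells exposed to compounds for 48 hr at 37 C, 5% CO2, then Hoechst-stained 40 min. Nuclear DNA content imaged by fluorescence scanning (405 nm excitation, 500-530 nm emission); re-replication scored as increased high-intensity nuclei.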
ATXN viability = viability counter-screen for ATXN expression inhibitors; 400,000 compounds, 0.49% hits; AID 651635; S2 cells (HEK-293 line with an ATXN2-luciferase reporter) viability, CellTiter-Fluor protease fluorescence, 24 h; Potency, µM (top dose mostly 56.7 µM), usual class: cytotoxic; further: potency means the concentration at half of the fitted maximal effect; nearly all actives have a fitted effect of over 40% in size
KB-V1 MDR tox = kills drug-selected multidrug resistant KB-V1 cells; 400,000 compounds, 3.4% hits; KB-V1 MDR cells viability, CellTiter-Glo, 72 h; Potency, µM (series often up to 46.1 µM), for inactives: at the highest dose activity change, negative = cytotoxicity, hits mostly cytotoxic; AID 1347076; further: potency means the concentration at half of the fitted maximal effect; on the % scale 0 is the no-effect control and ±100 the full control effect; nearly all actives have a fitted effect of over 60% in size
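Readout: CellTiter-Glo luminescence, 10 min after addition. Cells: KB-V1 MDR subline, 72 h at 37 degrees C with compound. Analysis: corrected, normalized data fitted to concentration-effect curves.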
KB-3-1 cytotox = kills parental KB-3-1 adenocarcinoma cells. Potency, µM (series often up to 46.1 µM), inactives show at the highest dose activity change, negative = cytotoxic, actives largely listed as cytotoxic. KB-3-1 viability, CellTiter-Glo ATP luminescence, 72 h. 400,000 compounds, 1.4% hits. AID 1347075; further: potency means the concentration at half of the fitted maximal effect; on the % scale 0 is the no-effect control and ±100 the full control effect; nearly all actives have a fitted effect of over 60% in size
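Luminescent ATP read-out (CellTiter-Glo) measures survival of drug-naive KB-3-1 cells after 72 h compound exposure at 37 °C. Titration series was screened from lowest to highest concentration, with DMSO vehicle plates as background controls.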
HT1080 IDH1KD tx = kills HT-1080 cells with IDH1 knockdown; HT-1080 IDH1 knockdown viability, ATP luminescence, 48 h; Potency, µM (doses to about 46.1 µM), for inactives: at the highest dose activity, negative = toxicity, usual class: cytotoxic; 360,000 compounds, 2% hits;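 further: potency means the concentration at half of the fitted maximal effect; 0% = DMSO wells and -100% = cell-free medium wells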
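Viability of IDH1-knockdown HT-1080 fibrosarcoma cells was assessed by CellTiter-Glo after 48 h at 37 °C with titrated compound; concentration-effect curves were classified by fit quality and response size.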
IL1B secr inh = inflammasome signaling inhibition, IL-1 beta readout; THP-1 LPS/ATP IL-1B secretion, AlphaLISA, 16 h; stronger effect = lower value; activity change, % at 57.5 µM; 360,000 compounds, 4.7% hits; AID 743279; in the data active means activity change below about -50%; inconclusive means mostly about -30% to -49%; further: on the % scale 0 is the no-effect control and ±100 the full control effect
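THP-1 cells pretreated 1 hr with compounds (up to 57.5 uM final), then stimulated with LPS (250 ng/mL final) plus ATP (1.25 mM final); secreted IL-1B measured by AlphaLISA after 16 hr, decreased signal indicating inhibition.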
* = called active by the depositor; i = inactive; ? = inconclusive; . = no result given; [ ] = dose if it differs, or a comment. Unless noted, the call rests on the fitted dose curve; in most records, active means well fitted curve in the direction sought with a large enough effect; inconclusive means small, poorly fitted or top-dose-only effect, or another doubt; inactive means no such curve, though single readings can be large; an effect the other way counts as inactive or inconclusive.

Below each compound: ATXN viability	HT1080NT lethal	KB-3-1 cytotox	IL1B secr inh	KB-V1 MDR tox	ATXN2 expr inh	MCF10A rerep	SW480 rereplic	HT1080 IDH1KD tx
1) CCCCCCN1C[C@@H](O)[C@H](n2cc(COC(=O)c3ccccc3)nn2)C[C@@H]1c1ccc(Cl)cc1
  i	4%	-2%	7	-20%	-7%	.	.	-1%
2) CCOc1ccc(/C=C2/C(=O)N(c3ccc(OC)cc3)C(=S)N2CC(=O)OC)cc1OCC
  i	-11%	-5%	29	-20%	-8%	23%	-30%	-7%
3) O=C(O)c1cc2c(cc1NC(=O)C1CCCC1)OCCO2
  .	1%	4%	16	26%	.	10%	-5%	7%
4) Cc1cc(NC(=O)CS(=O)CC(=O)Nc2c(C)cccc2C)ccc1-n1cnnn1 (stereo unspecified)
  i	9%	0%	7	0%	1%	-4%	-7%	1%
5) O=C1CC(c2ccco2)CC2=C1C1c3ccccc3C(=O)N1c1ccccc1N2 (stereo unspecified)
  ?	?	?	-94*	?	7%	?	?	?
6) Cc1ccc(C(=O)Nc2ncccc2O)cc1S(=O)(=O)N1CCCCC1
  i	-2%	-25%	1	?	-9%	1%	0%	-5%
7) O=C(NCCOCCn1c(=O)oc2ccccc21)Nc1ccc(F)cc1
  i	.	2%	.	4%	-8%	.	.	.
8) COc1ccc(NC(=O)CN2C(=O)C3(SCC(=O)N3c3ccccc3)c3ccccc32)cc1Cl (stereo unspecified)
  i	.	2%	.	-6%	-5%	.	.	.
9) CN1C(=O)C2(c3ccccc31)C1CCCC=C1C(C#N)=C(N)C2(C#N)C#N (stereo unspecified)
  i	4%	-8%	-1	2%	-1%	12%	29%	?
10) O=C1C2CCCCN2C(=O)N1CCCCN1CCN(c2cccc(Cl)c2)CC1 (stereo unspecified)
  i	6%	1%	3	?	-22%	8%	0%	-8%
11) Cc1ccc(CCNC(=O)c2nnn(-c3cccc(C)c3)c2N)cc1
  i	1%	8%	-18	-14%	-22%	9%	-1%	4%
12) O=C1N=C(c2ccccc2)C(c2ccccc2)N1 (stereo unspecified)
  i	-3%	1%	-28	9%	7%	3%	-1%	-2%
13) C=CCOc1cccc(C(=O)N(C)C2CCCN(Cc3ccccc3F)C2)c1 (stereo unspecified)
  i	-3%	?	-8	-18%	103%[activator]	19%	15%	-12%
14) Cc1ccc(NC(=O)C2Cc3ccccc3N2C(=O)c2ccccc2)cc1Cl (stereo unspecified)
  i	.	-14%	.	0%	-1%	.	.	.
15) C=CCNC(=S)NNC(=O)C(CCCC)CC(C)O (stereo unspecified)
  i	7%	0%	0	6%	-5%	1%	-5%	8%
16) O=C(c1ccc(-c2ccccc2)cc1)N1CCC2CC1c1cc(-c3ccc4c(c3)OCO4)ccc12 (stereo unspecified)
  i	6%	0%	-26	10%	6%	.	.	4%
17) CC(c1ccc(F)cc1)n1cc(S(=O)(=O)N2CCCC2)ccc1=O (stereo unspecified)
  i	0%	6%	-10	0%	4%	-1%	-17%	-2%
18) O=c1c2c3nc4ccccc4nc3n(/N=C/c3ccncc3)c2ncn1-c1ccccc1
  i	21%	-1%	-9	9%	.	12%	-5%	0%
19) CCOC(=O)N1CCC(N(CCOC)C(=O)Nc2ccc(C)c(C)c2)CC1
  i	7%	-5%	-3	4.1µM*	-19%	-1%	-5%	-13%
20) CCOc1ccc(-n2nc3c(Cl)nnc(C)c3c2C)cc1
  i	9%	?	-8	?	-16%	-3%	-27%	6%
21) CCOC(=O)C1CCCN(C(=O)/C=C/c2ccc(Cl)cc2)C1 (stereo unspecified)
  i	4%	2%	-6	20%	-6%	-5%	-11%	0%
22) CCc1ccccc1Nc1cc(C(=O)NC2CCC(C)CC2)c2ccccc2n1 (stereo unspecified)
  i	.	0%	.	9%	28%	.	.	.
23) c1ccc(CN2CCN(c3ncnc4c3cnn4-c3ccccc3)CC2)cc1
  i	.	7%	.	8%	1%	.	.	.
24) O=C(CSc1nc2ccccc2c2nc3ccccc3n12)NCc1ccco1
  i	-22%	24%	-4	?	8%	-2%	-4%	-21%
25) O=C(NCc1ccc(Cl)cc1)C1CCN(S(=O)(=O)N2CCOCC2)CC1
  ?	3%	2%	25	-4%	.	-3%	-25%	10%
26) COc1ccccc1NC(=O)Cn1c(CCC(=O)O)ccc1-c1ccccc1
  i	26%	2%	1	?	-9%	-15%	-8%	0%
27) C[C@H]1CN([C@@H](C)CO)C(=O)c2cc(Br)cnc2O[C@@H]1CN(C)S(=O)(=O)c1cn(C)cn1
  ?	23%	31%	16	?	4%	.	.	10%
28) CC(Oc1ccccc1)C(=O)NNC(=O)c1ccccn1 (stereo unspecified)
  ?	-22%	?	36	4.6µM*	?	25%	?	?
29) CC(C)CC(=O)Nc1c2c(nn1-c1ccc(F)cc1)CSC2
  i	-8%	-8%	-2	6%	-14%	6%	15%	2%
30) O=c1cnnc(Nc2ccc(Cl)c(C(F)(F)F)c2)[nH]1
  i	-2%	?	10	?	6%	1%	-2%	-6%
31) COc1ccc(C(=O)CSc2nnc(C(CO)NC(=O)c3ccc(OC)cc3)n2C)cc1 (stereo unspecified)
  i	16%	30%	5	19%	1%	-12%	-2%	8%
32) Cc1ccc(CSc2ccc3nnc(-c4cccnc4)n3n2)cc1
  i	-8%	1%	31	?	-12%	8%	-21%	-8%
33) C/C(=N\NC(=O)c1cccnc1)c1ccc(-n2ccnc2)cc1
  i	0%	4%	33	0%	4%	8%	-5%	-12%
34) Cc1ccc(C(=O)Nc2cccc([N+](=O)[O-])c2)cc1S(=O)(=O)Nc1cccc(C(=O)O)c1
  i	-7%	-6%	13	-1%	13%	0%	-2%	-12%
35) COc1cc(S(=O)(=O)Nc2ccc(Br)cc2)ccc1N
  i	-3%	-22%	-8	-26%	.	5%	12%	-1%
36) COP(=O)(OC)C(Nc1ccc([N+](=O)[O-])cc1)c1ccccc1 (stereo unspecified)
  i	-6%	-2%	-11	-6%	5%	-2%	-3%[9.22 µM]	-6%
37) COc1ccc(C)c2sc(N3CCN(C(=O)c4cccc(F)c4)CC3)nc12
  i	.	-8%	.	-16%	12%	.	.	.
38) Cc1cccc(NC(=O)c2ccc(OCc3c(C)noc3C)cc2)c1
  ?	9%	?	-9	?	-11%	6%	-7%	-6%
39) CCOC(=O)c1cnc2c(C)cccc2c1NCc1ccco1
  i	-1%	-4%	-19	-8%	-9%	-4%	-4%	-17%
40) Cc1cccc(N2CCN(C(=O)Cn3nc(C)c4sc5ccccc5c4c3=O)CC2C)c1 (stereo unspecified)
  i	.	-15%	.	-18%	6%	.	.	.
41) CCOC(=O)c1ccc(NC(=O)Nc2cc3c(cc2N2CCCCC2)n(CC)c(=O)n3CC)cc1
  ?	.	?	.	-13%	-21%	.	.	.
42) CC(NC(=O)c1ccc([N+](=O)[O-])o1)C12CC3CC(CC(C3)C1)C2 (stereo unspecified)
  i	18µM*	?	-136*	?	-26%	?	?	?
43) COC(C/C=C/[C@H](O)[C@@H](C)OCc1ccccc1)OC
  i	3%	-5%	2	4%	14%	20%	-1%	7%
44) CN(C)C(CNC(=O)Cc1ccc([N+](=O)[O-])cc1)c1ccccc1 (stereo unspecified)
  i	-3%	-2%	-7	-10%	-23%	9%	9%	9%
45) COC(=O)c1ccc(NC(=O)CN2CCOCC2)cc1
  i	16%	1%	5	14%	3%	6%	2%	12%
46) O=C(CCN1C(=O)S/C(=C/c2ccccc2)C1=O)Nc1ccc(C(=O)O)c(O)c1
  i	0%	-3%	-1	?	.	15%	0%	3%
47) O=C(Cn1c(=O)oc2ccccc21)NC(=O)NCc1ccco1
  i	11%	-11%	-6	-7%	7%	-15%	-6%	9%
48) CCOc1ccccc1NC(=O)CN1C(=O)C(C)SC(C)C1=O (stereo unspecified)
  i	13%	4%	-11	1%	-6%	5%	2%	7%
49) CCOC(=O)c1n[nH]n2c1nc(=S)c1ccccc12
  ?	-6%	-23%	-2	-38%	0%	16%	3%	0%
50) CSc1nnc(CNC(=O)c2ccccc2)n1-c1ccc(F)cc1
  i	3%	10%	16	-3%	1%	0%	-1%	2%
51) CCOC(=O)C1CCN(C(=O)CS(=O)Cc2nc(-c3ccc(C)cc3)oc2C)CC1 (stereo unspecified)
  i	-8%	3%	2	-14%	-27%	3%	41%	-17%
52) COC(=O)c1sccc1NC(=O)Nc1ccc(OC)cc1
  i	23%	-2%	-7	0%	24%	0%	-5%	11%
53) Cc1cc(C)c(NC(=O)Cn2c(=O)n(CCC(=O)NCc3ccccc3Cl)c(=O)c3sccc32)c(C)c1
  i	.	3%	.	16%	2%	.	.	.
54) Cc1cc2[nH]c(=O)c(=O)[nH]c2cc1S(=O)(=O)Nc1cccc(Cl)c1C
  i	9%	8%	33	24%	7%	-4%	-4%	2%
55) Cc1cccc(NC(=O)CNC(=O)COc2ccc(C(=O)c3ccc(F)cc3)cc2)c1C
  ?	3%	6.5µM*	41	?	-25%	15µM*	?	0%
56) COc1ccc2nc(-c3ccccc3)nc(C3CCCCC3)c2c1
  i	1%	-9%	0	1%	6%	1%	-16%[9.22 µM]	11%
57) CCc1ccc(N2C(=O)CSC23C(=O)N(Cc2cccc(F)c2)c2ccccc23)cc1 (stereo unspecified)
  i	.	?	.	12µM*	-25%	.	.	.
58) OC(CN1CCCC1)Cn1ccc2ccccc21 (stereo unspecified)
  i	0%	-1%	-8	5%	.	-2%	-22%	2%

Reformatted as a markdown table: part of the list above.
| No. | SMILES | ATXN viability | HT1080NT lethal | KB-3-1 cytotox | IL1B secr inh | KB-V1 MDR tox | ATXN2 expr inh | MCF10A rerep | SW480 rereplic | HT1080 IDH1KD tx |
| --- | --- | --- | --- | --- | --- | --- | --- | --- | --- | --- |
| 46 | O=C(CCN1C(=O)S/C(=C/c2ccccc2)C1=O)Nc1ccc(C(=O)O)c(O)c1 | i | 0% | -3% | -1 | ? | . | 15% | 0% | 3% |
| 47 | O=C(Cn1c(=O)oc2ccccc21)NC(=O)NCc1ccco1 | i | 11% | -11% | -6 | -7% | 7% | -15% | -6% | 9% |

High-throughput results (PubChem)
